Source: PubChem (several laboratories)
NPR2 activator = human GC-B receptor activators, primary screen, HEK293 GC-B cells, cGMP TR-FRET, EC30 CNP; 0% at EC30 CNP, 100% saturating CNP; activation, % at 10 µM; 370,000 compounds, 0.11% hits;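 active = activation at 10 µM reaching about 35% in either raw or pattern-adjusted values, limit read from the data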
Target sequence (P20594 whole entry, looked up): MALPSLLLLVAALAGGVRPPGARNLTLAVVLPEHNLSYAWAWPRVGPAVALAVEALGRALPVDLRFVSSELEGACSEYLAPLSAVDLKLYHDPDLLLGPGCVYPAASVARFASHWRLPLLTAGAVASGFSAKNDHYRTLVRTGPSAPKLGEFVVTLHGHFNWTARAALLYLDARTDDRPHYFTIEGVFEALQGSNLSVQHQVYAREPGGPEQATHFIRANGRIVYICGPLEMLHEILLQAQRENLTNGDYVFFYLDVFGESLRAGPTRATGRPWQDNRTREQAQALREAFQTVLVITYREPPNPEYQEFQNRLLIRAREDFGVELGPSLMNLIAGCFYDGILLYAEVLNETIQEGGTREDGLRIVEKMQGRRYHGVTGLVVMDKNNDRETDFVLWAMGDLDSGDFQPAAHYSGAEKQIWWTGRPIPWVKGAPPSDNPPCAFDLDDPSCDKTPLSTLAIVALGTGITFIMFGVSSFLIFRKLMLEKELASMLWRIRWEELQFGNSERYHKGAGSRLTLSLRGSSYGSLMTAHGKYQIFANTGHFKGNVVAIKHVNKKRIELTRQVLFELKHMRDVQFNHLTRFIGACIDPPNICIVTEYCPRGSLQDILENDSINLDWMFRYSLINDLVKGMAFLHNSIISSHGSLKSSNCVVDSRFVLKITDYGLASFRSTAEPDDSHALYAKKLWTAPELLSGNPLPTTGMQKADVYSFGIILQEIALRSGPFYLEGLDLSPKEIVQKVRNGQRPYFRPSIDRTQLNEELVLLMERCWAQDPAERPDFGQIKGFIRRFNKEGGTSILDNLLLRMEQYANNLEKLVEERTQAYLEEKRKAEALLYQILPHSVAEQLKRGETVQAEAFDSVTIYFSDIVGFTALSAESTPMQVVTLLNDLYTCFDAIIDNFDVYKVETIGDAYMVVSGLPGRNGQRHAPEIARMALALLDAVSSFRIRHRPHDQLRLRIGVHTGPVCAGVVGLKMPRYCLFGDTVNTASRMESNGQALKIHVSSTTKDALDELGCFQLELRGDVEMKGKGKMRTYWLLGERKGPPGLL
ABHD4 inh = ABHD4 inhibitors, primary screen, biochemical, fluorescence polarization, mouse; (Lyso)-N-acylphosphatidylethanolamine lipase (Mus musculus), Q8VD66; purified mABHD4, FP-Rh probe fluorescence polarization; inhibition, % at 8.92 µM; 370,000 compounds, 0.54% hits; AID 720543, 2013;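 active = inhibition exceeding the mean over every tested compound plus 3 SD, cut at about 30% in these data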;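 note: 0% = plate median of compound wells and 100% = S159A mutant with DMSO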
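Assay system: mABHD4 protein; medium: HEPES pH 7.0, NaCl, Pluronic buffer; dosing: 8.92 µM, single dose; schedule: 45 min + 60 min at 25 °C; signal: FP readout, ex 525 nm / em 598 nm; read-out: normalized percent inhibition of probe labeling; repeats: single replicate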
ARFGAP1 inhibitor = inhibitors of rat ARFGAP1 GAP activity, primary screen, biochemical, fluorescence polarization, GDP tracer; ADP-ribosylation factor GTPase-activating protein 1 (Rattus norvegicus), Q62848; Arfgap1-stimulated ARF1 GTP hydrolysis, GDP FP detection; inhibition, % at 16.5 µM; 360,000 compounds, 0.26% hits;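 active = inhibition above a per-plate limit, mean inhibition of low control wells plus 3 SD, cut at about 25% in these data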;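 note: 0% = DMSO wells with enzyme and 100% = wells lacking Arfgap1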
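System: truncated rat Arfgap1 GAP domain / Medium: HEPES-based buffer, pH 7.5 / Also added: N-terminally truncated human ARF1-GTP substrate / Incubation: enzyme reaction 120 min at 25 °C after 20 min preincubation / Measured by: FP of antibody-bound GDP Alexa 633 tracer, ex 620/em 688 nm / Replicates: singlicate, each compound tested once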
ASAP1 inh = inhibitors of human ASAP1 ArfGAP activity, primary screen, biochemical, fluorescence polarization. 360,000 compounds, 0.19% hits. ASAP1-stimulated ARF1 GTP hydrolysis, GDP FP detection. inhibition, % at 16.5 µM; in the data active = inhibition above about 25%;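 note: 0% = vehicle with enzyme and substrate and 100% = no enzyme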
NPR1 activator = GC-A stimulated cGMP production enhancers – HEK293 GC-A cells, cGMP TR-FRET, EC30 ANP, primary screen; Atrial natriuretic peptide receptor 1 (Homo sapiens), P16066; 0% at EC30 ANP, 100% saturating ANP; activation, % at 10 µM; 370,000 compounds, 0.14% hits; in the data active = activation above about 40%
SMARCA2 activ = SMARCA2 (BRM) function activators, primary screen, cell-based, luminescence, high throughput; MG213 cells, MMTV-luciferase reporter, dexamethasone, overnight; 370,000 compounds, 1% hits; activation, % at 9.1 µM; AID 652017, 2013; in the data active = activation above about 7.8%;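 note: 0% = vehicle wells and 100% = reference activator wells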
rCAG RNA binder = binders of r(CAG) RNA repeats, primary screen, biochemical, fluorescence; r(CAG) RNA repeat, TO-PRO-1 dye displacement fluorescence; inhibition, % at 3 µM; 370,000 compounds, 1.3% hits;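 active = inhibition above the plate cutoff, the mean of all test compounds on that plate plus 3 SD, cut at about 35% in these data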;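 note: 0% = DMSO alone and 100% = 100 µM mitoxantrone as full dye displacement; higher means more dye released from RNA so lower well fluorescence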
PG9 binder = binders of HIV-1 gp120 antibody PG9, primary screen, biochemical, TR-FRET; HIV-1 gp120 / PG9 antibody interaction; TR-FRET gp120-PG9 antibody binding; inhibition, % at 6.7 µM; 360,000 compounds, 0.43% hits; AID 624416, 2012; in the data active = inhibition above about 8.5%
Rev-erbA mod = modulators of Rev-erb alpha DNA binding, primary screen, biochemical, FITC-DNA, fluorescence polarization, uHTS; Rev-erbα–FITC-DNA binding, 90 min; activity, % at 10 µM; 370,000 compounds, 0.79% hits; AID 1259318, 2017;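 active = activity above about 14%, limit read from the data; passing the limit was not always enough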;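 note: 0% = DMSO wells with 35 nM protein and 100% = DMSO wells with 750 nM protein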
HTRA1 inh = HTRA1 serine protease inhibitors, primary screen, biochemical, fluorescence polarization, HTS. 340,000 compounds, 0.5% hits. recombinant HTRA1, FP-rhodamine activity-based probe. Q92743. inhibition, % at 5.96 µM. AID 504803, 2011; in the data active = inhibition above about 36%;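 note: 0% = enzyme with DMSO and 100% = wells lacking enzyme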
Active calls of the source: *; . = not tested or not shown.

SMILES	NPR2 activator	ABHD4 inh	ARFGAP1 inhibitor	ASAP1 inh	NPR1 activator	SMARCA2 activ	rCAG RNA binder	PG9 binder	Rev-erbA mod	HTRA1 inh
c1ccc(CN2CCC3CC2c2ccc(N4CCOCC4)cc23)cc1 (configuration not stated)	-4	-2	3	-5	1	7	0	1.4	-6	3
Cc1cc(C)c2c(N)c(C(=O)N/N=C/c3cccnc3)sc2n1	0	11	-9	4	3	5	8	-3.7	-7	.
Cc1cc(-c2ccc(NC(=O)[C@@H]3CCCC[C@@H]3C(=O)O)c(C)c2)ccc1NC(=O)[C@@H]1CCCC[C@@H]1C(=O)O	1	5	3	-1	2	-2	23	-3.1	1	-1
CN(C)S(=O)(=O)c1ccc(Cl)c(C(=O)NNC(=O)Cn2ccc(C(F)(F)F)n2)c1	4	7	-10	6	3	3	2	-2.4	1	6
CCCN(CCC)CCCNC(=O)c1cc2c(-c3ccc(OC)c(OC)c3)nn(C)c2s1	-16	-8	47*	23	-51	0	2	-0.1	-2	-13
CC(C(=O)NC1CCCC1)n1c(-c2ccncc2)nc2ccccc21 (configuration not stated)	0	-2	23	-3	-1	0	1	-1.7	2	.
Cc1ccc(S(=O)(=O)NCCC(=O)NCCOc2ccccc2)cc1	-2	2	3	-5	4	0	-4	0.3	-5	3
Cc1c(Cl)cccc1NC(=O)CSc1ncnc2c1cnn2CCc1ccccc1	-2	1	16	-5	4	1	2	-0.9	8	-5
Cc1ccnc(NC(=O)Nc2ccc(F)cc2)c1	-8	-5	2	-8	-5	6	1	0.5	1	-8
Nc1nonc1-n1nnc(C(=O)N/N=C/c2ccc(OCc3ccccc3F)cc2)c1CNc1ccccc1	0	-3	6	-2	1	-1	5	-2.2	-2	-5
C[C@H](CO)N1C[C@H](C)[C@@H](CN(C)C(=O)NC2CCCCC2)Oc2ccc(NS(=O)(=O)c3ccc(F)cc3)cc2C1=O	6	0	12	2	2	-1	-5	-1.4	0	0
CC(C)c1ccc(S(=O)(=O)N2CCN(C(=O)C3CCCCC3)CC2)cc1	-4	0	15	1	2	0	-8	-1.9	2	2
O=C(NCC1CCCO1)C1CC(=O)N(C2CCCC2)C1 (configuration not stated)	6	-3	-2	1	-2	-2	1	-0.6	-4	2
COc1cc(C2c3sc(=O)[nH]c3SC3C(=O)N(c4ccc(C)cc4)C(=O)C32)ccc1O (configuration not stated)	-4	18	11	9	-5	-3	16	-1.2	-2	3
CCOc1ccc(Nc2nc3c(c(=O)[nH]2)CCCC3)cc1	-4	-1	2	4	0	-2	17	1.6	-3	7
Oc1oc(-c2ccc(Br)cc2)nc1/C=N/c1ccccn1	-6	0	4	7	2	3	3	0.5	-4	2
S=C1NC[C@H](Cc2ccccc2)N1CCCCC1CCCCC1	0	-4	-8	-6	1	0	-1	-0.4	1	-27
CCOC(=O)c1cccc(NC(=O)CCc2nnc3ccc(N4CCN(C)CC4)nn23)c1	-1	7	10	5	2	0	-7	-0.1	2	-2
O=C(C[C@H]1C/C=C\C[C@H](NC(=O)OCC2c3ccccc3-c3ccccc32)C(=O)OC[C@@H]2CCCN2C1=O)NCCO	1	-3	2	-4	0	-1	6	-0.1	-5	-2
COc1cc2c(cc1OC)C(C)N(S(=O)(=O)c1cn(C)cn1)CC2 (configuration not stated)	2	-4	4	9	-5	-2	-1	-1.6	-1	.
COc1ccc2oc(C(=O)NCc3ccccc3CN3CCCC3)c(C)c2c1	0	3	-10	3	0	3	1	-1.0	1	-9
COc1ccc(NC(=O)C2=CC(c3ccc(OC)c(OC)c3)=NS(=O)(=O)N2C)cc1	2	-4	7	1	1	-2	9	1.4	7	-9
CC(=O)N1CCC(C(=O)Nc2ccccc2)(N(Cc2ccccc2)C(=O)c2cccnc2)CC1	0	3	-12	0	-4	1	-1	-0.5	5	1
C=CCOn1c(=O)c(-c2ccc(C)cc2)[n+]([O-])c2ccccc21	1	-1	11	-9	8	2	-2	-0.4	4	0

Next section; it opens with the five that closed the last part.
SMILES	NPR2 activator	ABHD4 inh	ARFGAP1 inhibitor	ASAP1 inh	NPR1 activator	SMARCA2 activ	rCAG RNA binder	PG9 binder	Rev-erbA mod	HTRA1 inh
COc1cc2c(cc1OC)C(C)N(S(=O)(=O)c1cn(C)cn1)CC2 (configuration not stated)	2	-4	4	9	-5	-2	-1	-1.6	-1	.
COc1ccc2oc(C(=O)NCc3ccccc3CN3CCCC3)c(C)c2c1	0	3	-10	3	0	3	1	-1.0	1	-9
COc1ccc(NC(=O)C2=CC(c3ccc(OC)c(OC)c3)=NS(=O)(=O)N2C)cc1	2	-4	7	1	1	-2	9	1.4	7	-9
CC(=O)N1CCC(C(=O)Nc2ccccc2)(N(Cc2ccccc2)C(=O)c2cccnc2)CC1	0	3	-12	0	-4	1	-1	-0.5	5	1
C=CCOn1c(=O)c(-c2ccc(C)cc2)[n+]([O-])c2ccccc21	1	-1	11	-9	8	2	-2	-0.4	4	0
O=C(CSc1nnc(CNC(=O)c2ccco2)o1)Nc1ccc(Cl)cc1	0	-1	-17	6	-1	0	4	0.0	1	4
NC1=NC(c2cn(-c3ccccc3)nc2-c2cccs2)n2c(nc3ccccc32)N1 (configuration not stated)	-5	19	11	-3	0	-2	21	0.9	2	-35
Cc1noc(C)c1COc1ccccc1C(=O)N1CCN(S(=O)(=O)c2ccc(F)c(F)c2)CC1	0	-3	-1	-3	0	-4	2	1.7	-2	5
O=C(NC1CC2CCCC(C1)N2C(=O)Nc1ccccc1)c1ccccc1 (configuration not stated)	-3	-3	10	-11	-1	-1	-3	-0.5	5	-3
CCN1C(=O)c2cccc3c(S(=O)(=O)Nc4ccc(O)c(C(=O)O)c4)ccc1c23	2	6	9	3	6	0	30	-2.3	1	2
CC(=O)Nc1ccc(S(=O)(=O)Nc2nc3c(s2)CCCC3)cc1	-2	-3	-4	8	-4	1	6	-1.0	0	0
Cc1csc2ncc(C(=O)NCc3ccco3)c(=O)n12	3	4	-9	5	6	-2	0	-0.8	4	2
CCOC(=O)c1ccc(NC(=O)c2ccc(NC(=O)c3ccccc3)cc2)cc1	2	7	9	-1	2	2	0	-0.1	1	0
CC(=O)c1cc2c(cc1N/C(=N/S(=O)(=O)c1ccc(Br)cc1)c1ccccc1)OCO2	-9	-2	8	0	-7	3	1	0.1	97*	-6
CC1(C)CC(=O)C(C=NCCN2CCN(C(=O)c3ccc(Br)cc3)CC2)=C(O)C1	-5	0	9	7	-1	-5	-1	0.1	3	1
O=C(CCSCc1cccc(Cl)c1)NCCc1ccccc1	-2	0	6	-24	-1	0	-2	-0.2	1	-6
Cc1nnc(C)n1N=Cc1ccc(Cl)c([N+](=O)[O-])c1	0	7	.	.	-1	0	1	.	-6	.
O=C1NC[C@H](CCCCN2CCN(CCc3ccccc3)C(=O)C2=O)N(CCc2ccccc2)C1=O	2	0	3	-2	5	-1	4	-1.7	5	.
CCC/C(C#Cc1ccsc1)=C1/c2ccccc2C(=O)N1c1ccccc1	-13	-18	11	7	-8	-1	0	-0.2	-3	-40
CCOC(=O)c1cnc2scnn2c1=O	2	0	-9	3	-5	-2	-2	0.1	5	8
CN(Cc1ccccc1)S(=O)(=O)c1nnc(NC(=O)c2ccccc2F)s1	-2	-16	7	-7	-3	-1	54*	-0.5	1	-3
COc1ccc(Nc2nc(C)cc(C)n2)cc1Cl	4	1	7	-2	0	2	-3	-1.9	2	2
Cc1cc(C)c2nc(-c3ccco3)cc(C(=O)O)c2c1	-1	-3	-12	-12	4	-1	67*	1.7	-6	-7
CCC(C)(C)NC(=O)Cn1c(-c2ccccc2)cc(C(C)=O)c1C	1	-1	8	12	0	0	-4	0.8	-4	-2
NNC(=O)c1ccc(Cn2cc(Br)c(N)n2)cc1	0	-4	2	2	-3	-1	-1	-1.3	-3	8
CCOc1ccc(NC(=O)CN(C)C(=O)c2ccc(N3CCCCC3)c([N+](=O)[O-])c2)cc1OCC	-6	3	-7	5	-2	2	-3	0.6	8	-8
CCN1CCN(CCCNC(=O)c2ccc3c(c2)NC(=O)/C(=C\c2cccc(C)c2)S3)CC1	9	-9	2	9	4	2	-2	-2.4	-4	-8
C=C(C)C1CC=C(C)/C(=N/NC(=S)Nc2ccccc2)C1 (configuration not stated)	3	-4	-3	-12	-4	-2	6	-1.3	4	-1
O=C(OCc1c(F)cccc1Cl)c1cccnc1Cl	9	0	-1	-23	5	-2	-2	-1.8	6	-3
COC(=O)C(CC(C)C)Oc1ccc2c(C)cc(=O)oc2c1 (configuration not stated)	1	8	5	2	7	3	-1	-0.1	-4	-4
Cc1nn(C(C)C(=O)NCCCN2CCCCCC2)c(=O)c2cc3sccc3n12 (configuration not stated)	2	-7	0	2	-8	-2	7	0.1	-4	2
COc1cc(OC)cc(C(=O)NC(c2ccccc2)c2ccccc2)c1	-6	-10	-9	2	-21	-2	-4	-0.6	4	-19
Cc1cccc(N2C(=O)c3ccc(C(=O)Nc4cccc(C(=O)O)c4)cc3C2=O)c1	4	6	-4	17	1	2	29	0.1	0	2
CC1C=CCC2C(=O)N(c3cccc(C(=O)N4CCCCCC4)c3)C(=O)C12 (configuration not stated)	-5	3	9	4	-4	-1	0	1.3	7	12
CCc1cc(CNC(=O)C2CCC(=O)N(Cc3ccccc3F)C2)on1 (configuration not stated)	4	5	-9	14	4	-3	3	-0.9	0	3
CC1Cc2ccccc2N1C(=O)CSc1nn2c(=O)c(C(C)(C)C)nnc2s1 (configuration not stated)	7	-7	6	0	-2	-1	-3	-0.2	5	-1
COc1ccccc1N1C(=O)[C@@H]2[C@H](C1=O)[C@H](C(=O)c1ccc(OC(C)=O)cc1)N1N=CC=C[C@@H]21	1	8	-1	6	2	0	18	-2.0	4	.
CCOC(=O)c1cnn(-c2ccccc2)c1NC(=O)c1ccc(C)cc1	-6	-1	0	5	-5	-1	-3	0.6	0	1
Cc1nnsc1C(=O)Nc1ccc(Cl)cc1Cl	7	-1	-4	-7	-8	-2	-1	0.5	-4	4
O=C(CN1C(=O)c2ccccc2S1(=O)=O)c1ccccc1	4	3	13	-25	4	1	-3	4.2	1	-9
CNC(=S)NCc1ccc2[nH]c(C)cc2c1	-2	1	3	-16	-5	-4	0	1.8	0	1
CC1CC(C)CN(C(=O)c2cccc3c2-c2ccccc2C3=O)C1 (configuration not stated)	-11	-3	3	1	-5	-1	-5	1.0	-4	0

The order is random; about 4.4% have a hit in one of these screens.
